# FXIa inh = human FXIa protease inhibitors, primary screen, biochemical, 1536-well | purified FXIa, Boc-Glu-Ala-Arg-AMC fluorogenic substrate | inhibition, % at 5 µM | 220,000 compounds, 0.14% hits | Coagulation factor XI (Homo sapiens), P03951;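 active = inhibition of at least 40%; inactive = inhibition below 40%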;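 also: fluorescence of freed AMC excited at 355 nm; 0% = enzyme without compound and 100% = no enzyme blank; many of its hits are not listed in these tables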
# Target sequence (P03951 19-387 limits assumed): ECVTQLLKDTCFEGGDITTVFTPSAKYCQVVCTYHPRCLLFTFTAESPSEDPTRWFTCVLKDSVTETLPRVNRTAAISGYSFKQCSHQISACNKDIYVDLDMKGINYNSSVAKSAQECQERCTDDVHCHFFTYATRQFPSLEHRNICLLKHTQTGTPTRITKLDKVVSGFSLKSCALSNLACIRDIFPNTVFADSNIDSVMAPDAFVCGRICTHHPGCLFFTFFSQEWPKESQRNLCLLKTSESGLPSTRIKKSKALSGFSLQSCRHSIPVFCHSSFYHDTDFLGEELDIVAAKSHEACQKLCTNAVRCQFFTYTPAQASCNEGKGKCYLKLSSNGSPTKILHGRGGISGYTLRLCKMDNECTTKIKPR
# Target sequence (P03951 388-625 limits assumed): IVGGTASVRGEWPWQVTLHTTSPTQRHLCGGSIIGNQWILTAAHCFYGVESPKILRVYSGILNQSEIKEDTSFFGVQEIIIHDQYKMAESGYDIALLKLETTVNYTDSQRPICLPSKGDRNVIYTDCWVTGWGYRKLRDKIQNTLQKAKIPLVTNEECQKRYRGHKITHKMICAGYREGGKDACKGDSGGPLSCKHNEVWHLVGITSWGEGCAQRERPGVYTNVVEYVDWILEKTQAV
# FXIIa inh 1536 = human FXIIa protease inhibitors, primary screen, biochemical, 1536-well | 220,000 compounds, 0.3% hits | AID 800, 2007 | inhibition, % at 5 µM | purified FXIIa, Boc-QGR-AMC fluorogenic substrate, 2 h | Coagulation factor XII (Homo sapiens), P00748; in the data active = inhibition above about 40%;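 also: 0% = enzyme with no compound and 100% = blank without enzyme; many of its hits are not listed in these tables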
# Rad51 HR inh = human RAD51 strand exchange inhibitors, primary screen, biochemical, fluorescence. DNA repair protein RAD51 homolog 1 (Homo sapiens), Q06609. hRad51 DNA strand exchange, fluorescence dequenching. inhibition, % at 10 µM. 200,000 compounds, 0.085% hits. AID 1385, 2008;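 active = inhibition above 40% at the single screening dose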;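 also: 0% = DMSO control wells and 100% = blanks with heterologous ssDNA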
#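 Test system – preformed human Rad51 ssDNA filaments · Reagent – Donor/quencher-labelled 47-bp dsDNA substrate · Incubation – 37 °C 15-min filament assembly, 30-min compound preincubation, 15-min exchange · Signal – FRET fluorescence dequenching, excitation 485 nm, emission 520 nm · Read-out – percent inhibition from fluorescence, normalised to plate control and blank means · Benchmarks – plate control and blank wells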
# PERK inhibitor = block of dimerizer-induced PERK translation repression, primary screen, PERK inhibitor project, CHO PERK-DD cells, SEAP luminescence, HTS; CHO PERK-DD fusion, SEAP luminescence translation reporter; inhibition, % at 5.6 µM; 220,000 compounds, 0.17% hits;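 active = inhibition above the mean inhibition of all tested compounds plus 3 SD, set separately per screening campaign, cut at about 2.9% in these data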;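 also: PERK kinase domain activated by AP20187 dimerizer at 100 nM; 0% = DMSO with dimerizer and 100% = rapamycin at 8.4 µM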
# Furin inh = human furin inhibitors, primary screen, biochemical, fluorescence intensity; P09958; purified furin, fluorogenic substrate cleavage; inhibition, % at 30 µM; 220,000 compounds, 0.061% hits; AID 463115, 2010; in the data active = inhibition above about 25%; also: inactives centre near -15
# m-calpain inh = inhibitors of pig calpain II, primary screen, biochemical, fluorogenic peptide substrate, 1536-well. purified calpain II, 30 min. inhibition, % at 16 µM. 220,000 compounds, 0.37% hits;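 active = inhibition above about 50%, limit read from the data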
# hK5 inh = human KLK5 protease inhibitors, primary screen, biochemical, 1536-well. recombinant hK5, fluorogenic AMC substrate cleavage. inhibition, % at 5 µM. 210,000 compounds, 0.59% hits. AID 873, 2007;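 active = inhibition of 40% or more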;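 also: 0% = enzyme controls without compound and 100% = no-enzyme blanks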
# Target sequence (Q9Y337 67-293 limits assumed): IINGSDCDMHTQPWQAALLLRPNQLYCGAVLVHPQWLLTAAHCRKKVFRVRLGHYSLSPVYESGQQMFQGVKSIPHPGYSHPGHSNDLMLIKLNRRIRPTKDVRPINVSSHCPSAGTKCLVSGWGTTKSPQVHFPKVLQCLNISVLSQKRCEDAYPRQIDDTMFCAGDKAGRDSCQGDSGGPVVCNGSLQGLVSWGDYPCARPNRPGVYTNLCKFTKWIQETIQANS
# Thrombin inh = human alpha-thrombin inhibitors, primary screen, counter-screen for coagulation protease inhibitor project, biochemical, 1536-well, fluorogenic AMC substrate; Prothrombin (Homo sapiens), P00734; inhibition, % at 5 µM; 220,000 compounds, 0.26% hits; Boc-VPR-AMC fluorogenic substrate cleavage; AID 1046, 2008;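 active = inhibition at or above 40%; inactive = inhibition below 40%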;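 also: 0% = enzyme with no compound and 100% = wells without enzyme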
#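 System – human alpha-thrombin protein · Reagent – Boc-VPR-AMC substrate, 15 µM final · Compound – 5 µM single dose in 0.2% DMSO · Schedule – reaction at room temperature · Technique – AMC fluorescence at 355 nm excitation and 460 nm emission · Read-out basis – % inhibition relative to enzyme controls and enzyme-free blanks · Control set – no-compound enzyme wells and no-enzyme blanks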
# Cl transport mod = KCC2 cotransporter modulators, thallium flux, primary screen, cell-based, HEK293 KCC2, FluoZin-2 fluorescence, MLSMR | 190,000 compounds, 2.2% hits | B-score of Tl+ flux slope (higher = more flux/activation; lower = inhibition) at 10 µM | KCC2 cells, thallium flux FluoZin-2 fluorescence;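 active = thallium flux slope and its plate-corrected score both differing from the plate sample mean at a set confidence after two filtering rounds, in either direction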;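 also: slope of fluorescence scaled to starting intensity during 10 to 20 s after thallium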
# Active calls of the source: *; nt = not tested or not shown; [ ] = remark or other dose. These rows are one share of the data; the hit share may differ from the screen's.
# The first 2 compounds, ahead of the listing:
SMILES,FXIa inh,FXIIa inh 1536,Rad51 HR inh,PERK inhibitor,Furin inh,m-calpain inh,hK5 inh,Thrombin inh,Cl transport mod
Cc1cc(NC(=O)Nc2ccccc2F)ccc1Br,1.5,16.2,nt,2.1,-33.6,-17.7,15.5,-6.7,-0.0411
Cn1c(=O)c2c(-c3ccccc3)n3c4ccccc4ncc3c2n(C)c1=O,nt,nt,6.6,-1.4,5.2[20 µM],nt,nt,nt,-0.47

# All compounds of this part (from the top)
SMILES,FXIa inh,FXIIa inh 1536,Rad51 HR inh,PERK inhibitor,Furin inh,m-calpain inh,hK5 inh,Thrombin inh,Cl transport mod
Cc1cc(NC(=O)Nc2ccccc2F)ccc1Br,1.5,16.2,nt,2.1,-33.6,-17.7,15.5,-6.7,-0.0411
Cn1c(=O)c2c(-c3ccccc3)n3c4ccccc4ncc3c2n(C)c1=O,nt,nt,6.6,-1.4,5.2[20 µM],nt,nt,nt,-0.47
COc1ccc(N=C2C(=Nc3ccc(OC)cc3)N(c3ccc(N(C)C)cc3)C(=S)N2c2ccc(OC)cc2)cc1,0.5,5.3,-5.8,0.6,1.9[20 µM],-136.4,-1.5,1.6,0.161
Cc1nn(C)c(C)c1S(=O)(=O)N1CCC(C(=O)NC2CCCc3ccccc32)CC1 (stereo unspecified),-11.8,-0.5,3.8,-0.2,-40.9,23.9,28.8,-4.8,0.791
Cc1ccc(S(=O)(=O)N2CC(=NO)C2)cc1,1.4,11.3,-1.9,0.8,-14.4,3.9,-13.4,-5.6,nt
CC(C)n1ncc(C(N)=O)c1N,-6.0,4.6,1.5,0.2,-22.6,-6.4,-1.5,-4.4,nt
O=C(/C(=C(/[O-])c1ccccc1)[n+]1ccccc1)c1ccc([N+](=O)[O-])cc1,8.1,6.9,3.5,0.6,-7.4,2.2,-12.8,-2.9,0.116
O=C1CCC2(C(=O)O)Sc3ccccc3N12 (stereo unspecified),-2.4,12.7,-1.5,0.8,-11.7[20 µM],-1.9,-1.2,1.0,-0.875
CCC(CC)C(=O)N=C1SC2CS(=O)(=O)CC2N1CCc1ccc(OC)cc1 (stereo unspecified),-2.2,9.6,8.0,-1.3,-14.1[20 µM],-6.0,-2.2,-2.2,nt
COc1ccc2ccccc2c1/C=N/N1C(=O)CSC1=S,-0.5,7.6,-10.5,-0.1,-15.1,-59.9,-2.3,-6.9,1.21
CCNC(=O)CN(c1ccc(OC)c(OC)c1)S(=O)(=O)c1ccccc1,-2.2,9.8,2.5,0.1,-10.0[20 µM],0.4,-14.7,-14.2,-0.13
COc1ccc(OC)c(NC(=O)CCN2CCN(Cc3ccccc3)CC2)c1,0.5,0.4,-4.3,-0.5,-23.5,-8.6,-3.3,-20.0,-0.579
CN(Cc1cn(-c2ccccc2)nc1-c1ccc2c(c1)OCO2)Cc1nccn1C,-3.6,3.4,14.6,-0.7,-26.0,-22.6,-1.3,-6.3,-0.5
O=C(Nc1ccc(N2CCOCC2)cc1)c1cc(F)c(F)cc1Cl,1.2,7.6,nt,0.7,-22.9,-6.3,-6.5,-3.3,0.0856
CCN(CC)S(=O)(=O)c1ccc(Cl)c(C(=O)Oc2cccnc2)c1,-6.3,5.5,-5.5,1.0,-10.2,-5.1,-21.4,-9.3,0.383
CC1(C)CC(=O)C(CC(=O)NC(=O)NCc2ccccc2)=C(O)C1,13.8,18.4,3.9,-0.1,-12.6[20 µM],-25.4,8.6,2.2,0.0641
COCC(C)n1c(C)cc(C(=O)COc2ccc(C)nc2[N+](=O)[O-])c1C (stereo unspecified),-3.0,0.2,nt,1.4,-20.2,-14.3,7.2,-3.3,-0.00174
CCN(CC)S(=O)(=O)c1ccc2c(c1)c(=O)c(C(=O)NCc1ccco1)cn2C,-1.4,7.2,10.9,1.2,-12.9,-5.8,0.2,62.1*,-0.0872
NNC(=O)c1ccc(NS(=O)(=O)c2ccc(Br)cc2)cc1,-9.6,4.1,-3.0,0.6,-25.2,-7.5,-0.1,-4.1,0.0597
N#Cc1nc(-c2ccccc2)oc1NCC1CCCO1 (stereo unspecified),-4.0,-1.9,nt,-0.2,-57.3,-337.6,-38.5,-7.3,0.431
COCC(C)NC(=S)N1CCN(c2ccccc2Cl)CC1 (stereo unspecified),-3.2,1.0,18.2,0.4,-8.2,-21.6,-4.6,-15.0,-0.58
CCCCSC(=S)N(C)C1CCS(=O)(=O)C1 (stereo unspecified),10.0,19.7,10.0,0.6,-21.5[20 µM],-1.4,0.7,5.4,0.0664
COc1cc(C(=O)NCCCNc2nc3cc(C)c(C)cc3cc2C#N)cc(OC)c1OC,1.9,19.7,-6.6,-0.4,-8.4,-293.8,0.7,-0.5,-0.788
Cc1cccc(N(Cc2cc(=O)[nH]c3ccccc23)C(=O)C(C)C)c1,-0.9,11.5,-1.6,-1.8,-14.7,-1.4,-1.2,-2.7,-1.06
CSc1nnc(Cc2ccc3c(c2)OCO3)o1,-2.8,13.4,4.7,1.6,-25.4,5.9,-24.4,-0.9,0.256
CNC(=O)C12N=CNN=C1N(C)C(=O)N2C (stereo unspecified),-2.9,7.4,-0.5,0.9,-23.6,-35.0,-1.3,3.3,nt
CC(=O)N(Cc1ccccc1)c1ccc(C(=O)O)cc1,0.9,4.1,-5.5,1.1,-21.4,-4.7,-5.1,-0.8,0.542
Cc1ccccc1-n1ncc2c(SCC(=O)N3c4ccccc4CC3C)ncnc21 (stereo unspecified),19.6,26.0,-7.1,-0.2,-17.1[20 µM],31.0,31.7,40.7*,nt
C/C(=N\NC(=O)COc1ccc(C)cc1Br)c1cc([N+](=O)[O-])cs1,-0.2,7.5,-2.5,0.5,-24.8,-25.1,3.2,-0.8,1.73
CCOC(=O)C1CCN(C(=O)c2cnn3c(C)cc(C)nc23)CC1,-1.0,24.0,7.5,-0.2,-6.1,-136.4,-7.3,-4.2,1.01
Cc1cc(NC(=O)COC(=O)COc2ccc3c(c2)CCC3)no1,-1.1,18.9,2.6,0.4,0.7,-13.2,-14.2,2.7,0.604
COc1cccc(N2CCN(C(=S)NCc3ccco3)CC2)c1,14.2,22.1,7.1,0.8,17.2[20 µM],2.2,-25.4,1.5,0.651
COc1ccc(N(Cc2ccccc2)S(=O)(=O)c2cccc(C(=O)NC3=NCCS3)c2)cc1,5.6,19.9,6.0,-1.1,-23.0[20 µM],-11.0,1.6,4.0,-0.463
CC1=C/C(=N\N=C2\NC(=O)C(CC(=O)Nc3ccccc3F)S2)CC(C)(C)C1 (stereo unspecified),-6.8,-2.1,15.1,0.4,-17.7,22.2,-39.8,-1.1,1.26
NC(=O)c1ccccc1NC(=O)Nc1cccc(Cl)c1Cl,4.1,-8.8,-9.4,-0.5,-4.8,13.7,-14.3,-10.5,-1.97
NNC(=O)c1cc(Cl)ccc1Cl,-6.4,-6.6,18.1,-1.1,-17.0,26.4,-10.4,-6.3,1.18
CC1Cc2nc(SCC(=O)N3CCN(c4ccccc4)CC3)n(C)c(=O)c2S1 (stereo unspecified),5.1,12.0,-0.5,-0.5,-5.0,-31.1,0.2,-1.9,nt
Cc1cccc(N2CCN(C(=O)C3CCN(c4nnc(-n5cccc5)s4)CC3)CC2C)c1 (stereo unspecified),1.8,9.0,2.6,-0.6,-0.4,-5.8,-0.8,-6.4,-2.76
COc1ccc(-c2csc(/C(C#N)=C\c3ccc(OC)c([N+](=O)[O-])c3)n2)cc1,-6.1,-5.9,-4.9,-0.1,0.2,-20.3,-7.5,-9.8,1.24
CCOc1ccc(N(CC(=O)NC(C(C)C)C(C)C)S(=O)(=O)c2ccc(OC)c(OC)c2)cc1,2.8,13.2,-1.7,-0.5,-15.8,0.4,5.2,1.8,0.755
O=C(Cc1ccccc1)Nc1cc(C(=O)c2ccccc2)ccc1N1CCOCC1,-4.2,-5.1,-9.3,-1.4,-2.6[20 µM],21.8,1.0,-2.1,nt
NC(=O)CS(=O)(=O)c1nc2ccccc2n1Cc1ccccc1F,-3.8,9.3,-5.0,-0.4,-12.0[20 µM],-18.2,-5.8,-3.3,1.27
CC1=C(C(=O)OCc2ccccc2)C(c2cccs2)N2C(=O)CCSC2=N1 (stereo unspecified),1.8,-4.5,3.9,-0.5,-21.3,60.6*,-23.1,-3.0,-1.62
O=C(Oc1c(CN2CCOCC2)cc(Cl)c2cccnc12)c1ccccc1,-6.8,-5.9,9.7,-0.3,-12.3,13.2,-22.6,-1.1,-0.521
Cc1c(NC(=O)c2cc(-c3cccs3)nc3ccccc23)c(=O)n(-c2ccccc2)n1C,2.3,9.8,12.3,-0.9,-14.7,-49.0,-1.8,0.8,-0.903
CCOC(=O)C1CCN(c2c(NC3CCCc4ccccc43)c(=O)c2=O)CC1 (stereo unspecified),0.1,5.8,-0.8,1.0,-3.5,-9.1,15.2,-7.5,-0.0653
COc1ccc2nc3oc(C(=O)Nc4ccc(OC)c(OC)c4)cc3cc2c1,0.6,13.8,-1.8,-0.2,-19.6[20 µM],-94.7,-0.6,5.4,-1.74
COc1ccc(/C=N/NC(=O)c2ccccc2NC(=O)c2ccco2)c(OC)c1,2.7,5.5,nt,0.4,-24.0,-4.1,-0.7,-6.1,0.202
O=C(O)CC12C[C@H]3C[C@@H](C1)CC(n1ncc(N4CCN(c5ccccc5)CC4)c(Cl)c1=O)(C3)C2,2.5,5.7,-2.1,0.4,1.7,3.6,-5.9,-2.0,-0.0451
CN(C)C(=O)c1ccc(NC(=O)COc2ccc([N+](=O)[O-])cc2)cc1,-13.0,5.8,2.1,0.8,-13.5,-18.8,5.9,-0.9,-0.0518
# Going on with the list:
SMILES,FXIa inh,FXIIa inh 1536,Rad51 HR inh,PERK inhibitor,Furin inh,m-calpain inh,hK5 inh,Thrombin inh,Cl transport mod
Cc1nc(SC(C(=O)c2ccccc2)c2ccccc2)n[nH]1 (stereo unspecified),5.0,-4.9,-5.8,-0.2,-12.4[20 µM],10.7,17.0,-1.7,-0.28
O=c1cc(CSc2nnc(COc3cccc4ccccc34)o2)c2ccccc2[nH]1,-0.2,6.0,-20.7,1.5,-18.2,21.4,2.8,0.7,nt
O=C(N/N=C/c1cc2c(cc1Cl)OCO2)c1ccc2c(c1)OCCO2,0.1,6.9,10.8,-1.3,-10.1,-5.6,1.8,-3.4,-1.59
O=C(CSc1nnc(-c2ccc(F)cc2)o1)N1CCN(C(=O)c2ccco2)CC1,8.8,15.2,1.4,0.2,-20.5,-8.0,-15.1,-1.4,-4.43*
O=C(Nc1nnc(SCc2ccc(F)cc2)s1)c1ccccn1,-3.8,1.7,22.1,-1.5,-4.6,6.5,-25.2,4.8,43.9*
NCCCC[C@H]1CNC(=S)N1CCc1cccc(F)c1,1.5,11.2,1.1,0.1,-33.8,-6.7,4.1,0.5,-0.358
COc1cc(C2C(C#N)=C(N)Oc3cc(C)oc(=O)c32)cc2c1OCO2 (stereo unspecified),18.8,21.4,-2.2,1.1,-14.9,-55.9,-6.1,2.9,nt

# Source: PubChem (several laboratories)
